Source: PubChem (several laboratories)
SMARCA2 act: increases SMARCA2 function in MMTV reporter cells | MG213 cells, MMTV-luciferase reporter, dexamethasone, overnight | activation, % at 9.1 µM | 370,000 tested, 1% active | AID 652017; in the data active = activation above about 7.8%;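 also: 0% = vehicle wells and 100% = reference activator wells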
GAA850 FXN act: frataxin GAA850 promoter activation; activation, % at 6 µM; 360,000 tested, 0.56% active; HEK293 lucGAA850 FXN promoter luciferase reporter, 24 h; percent of 10 µM SAHA response;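 active = activation above the average of all compounds screened plus 3 SD, cutoff fixed separately per campaign, cut at about 7.5% in these data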;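 also: 0% = DMSO wells and 100% = 10 µM SAHA wells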
hcDAF12 agonist: H. contortus DAF-12 activation, primary screen; HEK293 hcDAF-12 lit1-tk-luc reporter, luminescence; 0% DMSO, 100% Δ7-dafachronic acid; activation, % at 6.8 µM; 370,000 tested, 1.4% active; AID 652067;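 active = activation above the mean of all tested compounds plus 3 SD, cut at about 5.5% in these data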;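 also: 100% = response to 3 µM Δ7-dafachronic acid high control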
DAX1 inh-1: inhibitors of DAX1 repression of SF-1 activated StAR promoter | AID 652010 | inhibition, % at 6.8 µM | HEK293T StAR-luciferase reporter, SF-1/DAX-1 repression relief | 370,000 tested, 1.1% active;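 active = inhibition above the mean over all tested compounds plus 3 SD, cut at about 3.6% in these data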;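 also: 0% = DAX-1 cells with DMSO and 100% = cells lacking DAX-1 with DMSO; higher inhibition means more luminescence from relief of DAX-1 repression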
KLK7 zymogen act: proKLK7 (human) activation, primary screen | P49862 | purified proKLK7, EDANS-DABCYL substrate fluorescence; 100% is mature enzyme control, 0% vehicle | activation, % at 7 µM | 370,000 tested, 0.9% active | AID 652039;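 active = activation above the mean of all tested compounds plus 3 SD, computed per campaign excluding outliers beyond control limits, cut at about 13% in these data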
Target sequence (P49862 whole entry, looked up): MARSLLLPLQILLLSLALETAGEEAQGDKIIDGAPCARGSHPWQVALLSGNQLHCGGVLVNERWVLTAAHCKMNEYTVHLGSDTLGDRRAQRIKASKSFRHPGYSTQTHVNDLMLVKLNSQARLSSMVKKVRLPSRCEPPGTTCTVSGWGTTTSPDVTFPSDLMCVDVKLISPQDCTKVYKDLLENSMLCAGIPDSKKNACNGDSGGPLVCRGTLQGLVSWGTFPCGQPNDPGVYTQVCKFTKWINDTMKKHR
hgDAF12 agonist: hgDAF-12 agonism, primary luciferase screen | activation, % at 6.8 µM | AID 687014 | HEK293 GAL4-hgDAF12 UAS-luciferase reporter, agonist luminescence; normalized to butyrate control | 370,000 tested, 1.8% active;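 active = activation above a cutoff set at the mean of all screened compounds plus 3 SD, cut at about 10% in these data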;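 also: 0% = DMSO wells and 100% = sodium butyrate wells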
ssDAF12 agonist: activates DAF-12 receptor from parasite S. stercoralis; HEK293 ssDAF-12/GRIP1 lit1-tk-luc reporter, luminescence; % of 3 µM dafachronic acid response; activation, % at 6.8 µM; 370,000 tested, 1% active; AID 652126;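 active = activation above the mean over all tested compounds plus 3 SD, cut at about 0.9% in these data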;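 also: 0% = DMSO-only wells and 100% = 3 µM delta7-dafachronic acid wells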
HGIII-sPLA2 inh: Blocks human group III sPLA2 activity; Q9NZ20; QFRET BODIPY PC-A2 liposome hydrolysis, fluorescence; inhibition, % at 12.2 µM; 370,000 tested, 0.56% active; AID 743126;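 active = inhibition above mean plus 3 SD of compounds lying within the high and low control bounds, cut at about 19% in these data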;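 also: 0% = median of test compound wells and 100% = no enzyme DMSO wells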
Target sequence (Q9NZ20 whole entry, looked up): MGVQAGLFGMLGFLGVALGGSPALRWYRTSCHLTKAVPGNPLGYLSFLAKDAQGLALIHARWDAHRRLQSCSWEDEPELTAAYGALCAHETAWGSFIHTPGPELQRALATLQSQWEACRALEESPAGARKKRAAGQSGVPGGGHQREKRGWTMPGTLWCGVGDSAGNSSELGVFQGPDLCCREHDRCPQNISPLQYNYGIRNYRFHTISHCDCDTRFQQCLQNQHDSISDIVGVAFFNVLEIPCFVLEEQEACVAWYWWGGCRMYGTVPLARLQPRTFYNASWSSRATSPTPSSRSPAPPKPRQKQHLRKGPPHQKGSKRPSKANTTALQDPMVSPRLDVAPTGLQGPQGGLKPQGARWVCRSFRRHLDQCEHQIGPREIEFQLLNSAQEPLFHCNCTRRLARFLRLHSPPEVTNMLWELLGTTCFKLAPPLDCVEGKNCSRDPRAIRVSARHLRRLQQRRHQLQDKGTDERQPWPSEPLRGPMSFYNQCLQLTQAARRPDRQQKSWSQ
DAX1 inh-2: inhibits human nuclear receptor DAX1; HEK293 Gal4-DAX1 luciferase reporter, luminescence; AID 504766; inhibition, % at 6.75 µM; P51843; 340,000 tested, 0.99% active;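 active = inhibition above the mean over all tested compounds plus 3 SD, cut at about 4.2% in these data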;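 also: 0% = DAX1-transfected cells with DMSO and 100% = empty-vector control cells with DMSO; inhibition shows as a rise in luminescence from relieved DAX1 repression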
Target sequence (P51843 207-470 limits assumed): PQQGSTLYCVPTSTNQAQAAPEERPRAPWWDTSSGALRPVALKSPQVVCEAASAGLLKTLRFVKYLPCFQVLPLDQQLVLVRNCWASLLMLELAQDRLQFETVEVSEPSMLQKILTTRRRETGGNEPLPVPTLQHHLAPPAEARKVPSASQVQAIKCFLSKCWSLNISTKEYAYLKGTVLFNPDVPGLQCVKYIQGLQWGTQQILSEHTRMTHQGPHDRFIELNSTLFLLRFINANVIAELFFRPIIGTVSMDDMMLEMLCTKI
NPR2 activator: GC-B (human) receptor activation | 370,000 tested, 0.11% active | activation, % at 10 µM | HEK293-GC-B cells, CNP EC30, cGMP TR-FRET; 0% at EC30 CNP, 100% saturating CNP | P20594;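 active = activation at 10 µM reaching about 35% in either raw or pattern-adjusted values, limit read from the data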
GC-A act: GC-A (human) enzyme activation | activation, % at 10 µM | 370,000 tested, 0.14% active | HEK293 GC-A cells, cGMP TR-FRET, EC30 ANP; 0% at EC30 ANP, 100% saturating ANP | P16066 | AID 1671463; in the data active = activation above about 40%
* = called active by the depositor; · = not tested or not shown.

SMILES | SMARCA2 act | GAA850 FXN act | hcDAF12 agonist | DAX1 inh-1 | KLK7 zymogen act | hgDAF12 agonist | ssDAF12 agonist | HGIII-sPLA2 inh | DAX1 inh-2 | NPR2 activator | GC-A act
CC[C@]12c3[nH]c4cc(CCC(=O)N(C)C)ccc4c3CCN1C(=O)[C@@H](CC(=O)NCC13CC4CC(CC(C4)C1)C3)C[C@@H]2C(=O)N1CCN(C(=O)C2CC2)CC1 | -2 | -2.5 | -1.1 | 0.1 | 0.6 | -1.8 | -1.3 | -21 | -1.1 | 1 | 5
c1ccc(C[C@H]2CNCCN2CC2(c3ccccc3)CC2)cc1 | 1 | 0.3 | -0.4 | 0.5 | -0.5 | -0.2 | -0.9 | 7 | 1.3 | -12 | -2
COC1C=COC2(C)Oc3c(C)c(O)c4c(O)c(c(CN5CCN(C)CC5)c(O)c4c3C2=O)NC(=O)C(C)=CC=CC(C)C(O)C(C)C(O)C(C)C(OC(C)=O)C1C (stereo unspecified) | 8 | -6.6 | -1.2 | 1.1 | 0.5 | 1.7 | -0.7 | -16 | -0.3 | 2 | -2
COc1cccc(-c2ccc(C#N)c(SCC(=O)NCCc3ccccc3)n2)c1 | 2 | -1.2 | -1.4 | 0.2 | -0.6 | 0.0 | 1.0* | 3 | 0.7 | -6 | -6
Cc1occc(=O)c1OC(=O)Nc1ccc(Cl)c(Cl)c1 | -5 | -1.6 | -2.1 | 0.6 | 0.3 | 5.1 | -0.7 | -3 | 0.4 | 4 | -1
CCC(C)[C@H](NC(=O)N1CC(=O)Nc2ccccc21)C(=O)N[C@@H](Cc1c[nH]c2ccccc12)C(=O)O (stereo partly specified) | 4 | 2.4 | 5.9* | 0.6 | -0.6 | -2.2 | -0.1 | -20 | 3.5 | -13 | 1
Cc1ccc(-c2nc(-c3ccncc3)no2)cc1C | 6 | 2.3 | 2.3 | 1.8 | 0.1 | 18* | 0.5 | -3 | 4.0 | 0 | 2
O=C(COc1ccc2ccccc2c1)NNC(=O)c1ccccc1 | -1 | 0.1 | 3.3 | -0.2 | 0.0 | -0.8 | -1.0 | -10 | 1.3 | -1 | 0
c1ccc(OCc2noc(CN3CCC(C4CCCCC4)C3)n2)cc1 (stereo unspecified) | -4 | 0.3 | 0.8 | -0.2 | -0.1 | -2.5 | -1.0 | 2 | -0.4 | -6 | 5
CCOc1cc(S(=O)(=O)NCc2ccncc2)ccc1Cl | -8 | -3.2 | -4.5 | -2.9 | -0.6 | -8.2 | -2.5 | 0 | · | 4 | 3
COc1ccc(C(=O)N/C(=C/c2cccnc2)C(=O)NCc2ccco2)cc1OC | -3 | 1.5 | -0.8 | 0.3 | 0.6 | -1.3 | -1.0 | -3 | 1.6 | 0 | -1
CN(C(=O)c1ccc(Br)o1)C1CCCCC1 | -2 | 4.6 | -1.1 | 0.5 | 0.4 | -0.7 | -0.2 | 1 | 0.5 | -2 | 0
O=C1CCC2S/C(=C/Nc3ccc(C(F)(F)F)cc3)C(=O)N12 (stereo unspecified) | -11 | -13 | -6.0 | -2.3 | -0.5 | -17 | -3.4 | -42 | -2.4 | -2 | 20
Nc1ccc2nc(CCCCc3nc4ccccc4[nH]3)[nH]c2c1 | 0 | 2.3 | -0.1 | 0.4 | 0.0 | 1.0 | -0.1 | 4 | -0.1 | -4 | -5
CCCCN1C(=O)NC(NC(C)=O)(C(F)(F)F)C1=O (stereo unspecified) | 1 | -0.1 | -1.6 | -0.6 | -0.2 | -0.7 | -0.8 | 0 | 0.9 | 5 | 5
CCN(CC)CCCOc1nc(C)nc2c1oc1ccccc12 | -3 | -1.1 | 1.5 | 0.7 | 0.2 | 6.0 | -1.1 | 1 | 2.0 | -6 | 9
COCCNC(=O)COC(=O)CSCc1nc2ccccc2s1 | 0 | 0.4 | 5.8* | 0.5 | 0.3 | 1.5 | 0.1 | 7 | -0.7 | -7 | 1
O=C(c1cc(-c2ccncc2)nc2ccccc12)N1CCN(c2ccccn2)CC1 | -3 | -4.6 | -1.9 | -2.4 | -0.6 | 1.9 | -1.7 | -3 | -1.9 | -1 | -12
CC(=O)c1ccc(N2CCN(C(=O)c3cc(S(=O)(=O)N4CCOCC4)ccc3C)CC2)cc1 | 3 | -2.6 | -1.5 | -1.3 | 1.2 | -1.4 | -1.4 | 3 | -0.8 | 0 | -1
O=C(c1ccc(S(=O)(=O)NCc2ccco2)cc1)N1CCN(c2ccc(F)cc2)CC1 | -3 | 0.3 | 0.6 | -0.8 | 0.5 | -1.8 | -0.2 | 3 | -1.1 | 6 | 1
Cc1ccccc1C(=O)N1CCN(S(=O)(=O)c2cccs2)CC1 | -2 | 1.0 | -0.8 | -0.7 | 0.8 | -0.8 | -1.1 | 7 | 0.3 | 3 | -3
CSCCC(NC(=O)c1ccco1)C(=O)N1CCN(c2ccccc2O)CC1 (stereo unspecified) | -1 | 2.6 | 0.1 | -0.7 | 0.0 | -0.2 | -1.0 | 2 | 0.3 | 8 | -1
Cc1ccc(C)c(NC(=O)C(OC(=O)c2ccc(NC(=O)CC#N)cc2)c2ccccc2)c1 (stereo unspecified) | 1 | 0.1 | 1.2 | 0.3 | -0.1 | 2.3 | -1.1 | -39 | -1.1 | 2 | -3
Cc1cc2nc(-c3ccc(Cl)cc3)c(Cc3ccsc3)n2c(C)c1Br | -1 | · | 6.8* | -1.1 | -1.0 | 2.3 | 0.9* | 8 | · | -8 | -11
CCN(C(=O)COC(=O)c1cccnc1SC)C1CCS(=O)(=O)C1 (stereo unspecified) | 0 | 0.5 | -2.1 | -0.2 | -0.2 | 1.6 | -0.7 | -2 | -0.5 | 2 | -2

Part of the list above in order of formula weight, low to high.
SMILES | SMARCA2 act | GAA850 FXN act | hcDAF12 agonist | DAX1 inh-1 | KLK7 zymogen act | hgDAF12 agonist | ssDAF12 agonist | HGIII-sPLA2 inh | DAX1 inh-2 | NPR2 activator | GC-A act
CCN(CC)CCCOc1nc(C)nc2c1oc1ccccc12 | -3 | -1.1 | 1.5 | 0.7 | 0.2 | 6.0 | -1.1 | 1 | 2.0 | -6 | 9
c1ccc(OCc2noc(CN3CCC(C4CCCCC4)C3)n2)cc1 (stereo unspecified) | -4 | 0.3 | 0.8 | -0.2 | -0.1 | -2.5 | -1.0 | 2 | -0.4 | -6 | 5
COCCNC(=O)COC(=O)CSCc1nc2ccccc2s1 | 0 | 0.4 | 5.8* | 0.5 | 0.3 | 1.5 | 0.1 | 7 | -0.7 | -7 | 1

(continued)
SMILES | SMARCA2 act | GAA850 FXN act | hcDAF12 agonist | DAX1 inh-1 | KLK7 zymogen act | hgDAF12 agonist | ssDAF12 agonist | HGIII-sPLA2 inh | DAX1 inh-2 | NPR2 activator | GC-A act
Cc1ccc(OCCOC(=O)C2CCN(S(=O)(=O)c3ccc(C)c(C)c3)CC2)cc1 | 1 | -1.6 | 1.3 | 0.0 | 0.2 | 0.6 | -0.9 | 6 | -1.2 | 3 | 1
O=C(/C=C(\O)c1ccccc1)C(=O)NNC(=O)c1ccccc1 | 3 | 3.5 | 1.5 | 0.2 | 0.2 | 3.7 | -0.7 | 4 | 1.3 | 0 | 1
Cc1ccc(C)c(NC(=O)CSc2nc3nc(-c4cccs4)cc(C(F)(F)F)c3c(=O)[nH]2)c1 | -2 | -0.4 | 0.1 | 0.6 | 2.1 | 3.0 | -1.3 | -6 | -1.1 | 2 | 7
CCOc1ncccc1C(=O)OCC(=O)c1ccccc1Br | 0 | -0.6 | -1.6 | 0.1 | -0.6 | -1.3 | 1.2* | 4 | 1.7 | -7 | 2
COC(=O)[C@@H](NC(=O)N1CCN(c2cccc(C(F)(F)F)c2)CC1)C(C)C | 0 | -0.5 | -0.3 | -0.4 | 0.2 | -0.8 | -1.1 | -6 | -0.4 | -1 | 0
CCN(c1ccc(OC)cc1)S(=O)(=O)c1cc(-c2cc(C)no2)ccc1OC | -5 | 0.5 | -1.5 | -0.1 | 0.6 | -2.5 | -0.7 | -5 | -0.1 | -6 | -7
CN(Cc1ccccc1F)C(=O)c1ccc(NS(=O)(=O)c2ccc3[nH]c(=O)[nH]c3c2)cc1 | -1 | 2.3 | -2.0 | 1.1 | 0.4 | 0.7 | -1.1 | -3 | 0.0 | 4 | 4
CC1CCCCN1CCCNC(=O)c1ccc(N2CCCC2=O)cc1 (stereo unspecified) | 1 | 0.1 | 8.6* | 1.0 | -0.4 | 2.1 | -1.3 | 5 | 1.0 | 2 | -1
O=C(NC(CC1=CCCCC1)c1ccc2ccccc2c1)C(F)(F)F (stereo unspecified) | -1 | · | -0.3 | 0.7 | -0.1 | 1.1 | -1.0 | -5 | · | -9 | 0
COc1ccc(-c2cnnc(N/N=C/c3ccc(-c4ccc([N+](=O)[O-])cc4)o3)n2)cc1 | -1 | -5.0 | 3.4 | 0.0 | 0.1 | 2.1 | -0.9 | -1 | 4.1 | -2 | 0
O=C1NCCCN1Cc1ccc(F)cc1Cl | -2 | -0.6 | -1.8 | 0.6 | -0.4 | -3.1 | -1.7 | 5 | -0.3 | 1 | 9
CC(=O)Nc1ccc(NC(=O)C(=O)c2cn(CC(=O)N3CCCCC3)c3ccccc23)cc1 | -3 | -0.1 | -1.3 | -0.7 | -0.1 | -2.3 | -1.2 | 9 | -0.6 | 3 | -4
O=C(NC(=S)Nc1nc(-c2ccccc2)cs1)c1ccco1 | -2 | 4.7 | 7.0* | -0.1 | -0.4 | -1.3 | 0.0 | 7 | 0.6 | 5 | 6
COc1ccc(C#Cc2ccc3c(c2)O[C@H](CN(C)C(C)=O)[C@H](C)CN([C@@H](C)CO)S3(=O)=O)cc1 | -4 | 0.1 | -1.9 | -2.0 | -3.5 | -2.5 | -1.0 | -7 | 0.0 | 5 | 6
COC(=O)c1nc(-c2ccccc2)nc(-c2ccccc2)c1C(=O)OC | -6 | 2.9 | 0.5 | 0.2 | -0.4 | -1.9 | -2.0 | 13 | · | -3 | 0
Cc1cc(C)n(-c2cc(N3CCOCC3)ncn2)n1 | -2 | -0.1 | -1.9 | -1.3 | -1.0 | -1.2 | -0.7 | 7 | 0.3 | 1 | 0
COC(=O)c1ccccc1-c1ccc(C=O)o1 | -4 | 2.7 | 0.3 | 0.3 | 2.7 | 2.1 | -0.3 | 0 | 0.9 | -2 | -1
CC1(C)CC(=O)C(Sc2nnc(-c3ccc(O)cc3)n2CC2CCCO2)C(=O)C1 (stereo unspecified) | -1 | -1.4 | 0.2 | 0.7 | -0.3 | -0.9 | -0.6 | 0 | 0.2 | 4 | 4
CCOc1ccccc1N1C(=O)CC(Sc2n[nH]c(-c3ccccc3)n2)C1=O (stereo unspecified) | 5 | 0.9 | 1.4 | -0.2 | 0.9 | -1.2 | -1.4 | -14 | 4.8* | 5 | 4
CC1(C(=O)NC2CCCCC2)CCC(=O)N1CC(F)(F)F (stereo unspecified) | 1 | · | 3.8 | -1.1 | 0.3 | -2.7 | -1.5 | -3 | · | 0 | 3

Sorted by value in GC-A act (ascending): 3 from the list above
Structure	GC-A act
CC1CCCCN1CCCNC(=O)c1ccc(N2CCCC2=O)cc1 (stereo unspecified)	-1
COc1ccc(-c2cnnc(N/N=C/c3ccc(-c4ccc([N+](=O)[O-])cc4)o3)n2)cc1	0
CCOc1ncccc1C(=O)OCC(=O)c1ccccc1Br	2
